Compound activity: PubChem, several laboratories
Furin inhibitor = human furin inhibition; inhibition, % at 30 µM; purified furin, fluorogenic substrate cleavage; P09958; hit rate 0.061% among 220,000; in the data active = inhibition above about 25%; also: inactives centre near -15
NCF1 inh = p47phox (human) inhibition; P14598; p47phox/p22phox peptide binding, fluorescence polarization, 2 h; inhibition, % at 24.7 µM; hit rate 0.53% among 220,000;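 active = inhibition above about 30%, limit read from the data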;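 also: 0% = p47phox with labelled peptide and 100% = labelled peptide alone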
RBBP9 inhibitor = blocks human serine hydrolase RBBP9 | AID 1515 | O75884 | inhibition, % at 7.94 µM | hit rate 0.2% among 220,000 | recombinant RBBP9, FP-Rh probe fluorescence polarization;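 active = inhibition above the campaign mean of all tested compounds plus 3 SD, cut at about 14% in these data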;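 also: plate controls were DMSO wells with RBBP9 for no effect and wells lacking RBBP9 protein for full effect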
Target sequence (O75884 whole entry, looked up): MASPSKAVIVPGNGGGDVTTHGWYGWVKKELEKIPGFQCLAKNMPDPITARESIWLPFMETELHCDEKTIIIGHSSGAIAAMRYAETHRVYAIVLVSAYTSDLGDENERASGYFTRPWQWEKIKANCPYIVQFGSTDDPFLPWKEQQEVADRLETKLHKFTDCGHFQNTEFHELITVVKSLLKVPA
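Material: RBBP9 protein. Amount: RBBP9 at 2.5 µM in dispensed solution, before mixing. Schedule: 30 min then 45 min, 25 °C. Medium: Tris buffer pH 8.0, NaCl, Pluronic. Measured by: fluorescence polarization. Measure: percent inhibition from mP, scaled between DMSO and no-protein wells. Replication: one well per compound.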
p97 inhibitor = inhibitors of human p97 ATPase | P55072 | recombinant p97 ATPase, Kinase-Glo ATP luminescence, 3 h | inhibition, % at 8 µM | hit rate 0.42% among 220,000; in the data active = inhibition above about 15%;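 also: 0% = DMSO vehicle and 100% = wells lacking enzyme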
Target sequence (P55072 whole entry, looked up): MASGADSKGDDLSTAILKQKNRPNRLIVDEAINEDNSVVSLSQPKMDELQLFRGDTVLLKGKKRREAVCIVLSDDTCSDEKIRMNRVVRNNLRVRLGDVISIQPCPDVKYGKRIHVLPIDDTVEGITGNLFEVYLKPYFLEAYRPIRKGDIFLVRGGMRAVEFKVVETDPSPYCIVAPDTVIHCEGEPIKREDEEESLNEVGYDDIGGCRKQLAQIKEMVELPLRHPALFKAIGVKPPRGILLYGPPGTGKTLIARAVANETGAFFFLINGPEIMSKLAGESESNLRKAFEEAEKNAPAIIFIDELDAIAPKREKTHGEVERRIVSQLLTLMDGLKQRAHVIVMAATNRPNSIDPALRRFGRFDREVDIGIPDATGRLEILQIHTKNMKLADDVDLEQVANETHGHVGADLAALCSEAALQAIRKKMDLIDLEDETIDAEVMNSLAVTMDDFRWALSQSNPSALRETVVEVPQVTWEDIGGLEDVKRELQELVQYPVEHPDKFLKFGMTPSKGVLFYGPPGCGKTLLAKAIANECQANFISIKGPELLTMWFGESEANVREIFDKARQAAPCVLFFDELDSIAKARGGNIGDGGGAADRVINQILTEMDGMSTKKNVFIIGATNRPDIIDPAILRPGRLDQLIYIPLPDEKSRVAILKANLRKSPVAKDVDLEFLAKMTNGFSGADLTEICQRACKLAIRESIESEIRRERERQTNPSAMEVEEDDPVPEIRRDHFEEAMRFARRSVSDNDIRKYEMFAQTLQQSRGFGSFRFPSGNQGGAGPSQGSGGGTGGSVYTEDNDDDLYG
BaF3 tox = reduces parental Ba/F3 cell viability, JAK2V617F counter-screen; CellTiter-Glo ATP luminescence; hit rate 1.1% among 220,000; inhibition, % at 5.6 µM; AID 1486;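 active = inhibition above a per-campaign cutoff, the mean inhibition of all tested compounds plus 3 SD, cut at about 27% in these data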;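 also: 0% = DMSO wells and 100% = JAK Inhibitor I control wells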
TbHK1 inh = blocks Trypanosoma brucei hexokinase 1 activity. recombinant TbHK1, G6PDH-coupled NADH A340. inhibition, % at 10 µM. hit rate 0.11% among 220,000. AID 1430;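 active = inhibition of 50% or more in the single-dose primary screen; inactive = inhibition below 50%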
PPC-1+TRAIL kill = compounds killing PPC-1 cancer cells with TRAIL present (potentiator screen, no TRAIL-free arm); PPC-1 cells + TRAIL, ATPLite viability luminescence; cell killing (% activity), % at 4 µM; hit rate 0.41% among 220,000; AID 1443;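 active = cell killing above 50% in the first pass at 4 µM, then a duplicate retest at 5 µM averaging 50% or more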;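 also: plate controls were cells with TRAIL plus DMSO for no effect and medium-only wells lacking cells for full effect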
PGE2 EP2 inh = inhibitors of human EP2 prostaglandin E2 receptor; hit rate 0.52% among 260,000; P43116; inhibition, % at 25 µM; AID 1422; C6 glioma cells expressing human EP2, cAMP TR-FRET; cells stimulated with saturating PGE2;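 active = percent inhibition above 40 after rounding to a whole number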;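 also: rat C6 glioma host cells with rolipram phosphodiesterase inhibitor present; the protocol text gives 20 µM as final concentration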
Ba/F3 V617F tox = lowers viability of Ba/F3 cells expressing EpoR and JAK2V617F. ATP luminescence. inhibition, % at 5.6 µM. hit rate 1.1% among 220,000;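 active = inhibition above the campaign mean plus 3 SD over all tested compounds, cut at about 24% in these data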;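 also: cytokine-independent growth of Ba/F3 cells driven by EpoR plus mutant JAK2; 0% = DMSO-treated cells and 100% = JAK inhibitor I control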
Starred values were filed as active, the others as inactive; . = not tested or not shown; & = joins results of further samples; [ ] = remark or other dose. Not all compounds are listed; the hit share may differ from the screen's.

SMILES	Furin inhibitor	NCF1 inh	RBBP9 inhibitor	p97 inhibitor	BaF3 tox	TbHK1 inh	PPC-1+TRAIL kill	PGE2 EP2 inh	Ba/F3 V617F tox
CC(NC(=O)CCc1ccccc1)c1cc2c(cc1Cl)OCCO2 (stereo unspecified)	-7	-6	2	2	3	-2	23	33	-2
COc1ccc(COCC(CC(C)C)N2CCN(C(=O)c3cccc(C(F)(F)F)c3)CCC2=O)cc1 (stereo unspecified)	-4	-4	-3	-1	6	-4	0	-2	0
Cc1cc(NC(=O)CCCn2cc([N+](=O)[O-])cn2)n(Cc2ccc(F)cc2)n1	-31	-14	4	2	6	15	14	9	1
Cc1ccc(OCCn2c(C)c(/C=N/n3cnnc3)c3ccccc32)cc1	0	0	-9	-6	14	-16	-6	8	9
O=C(CC1Oc2ccccc2NC1=O)NCCCN1CCN(Cc2ccccc2)CC1 (stereo unspecified)	-20	8	-11	3	11	4	-14	11	-3
COc1cccc(NC2C=CS(=O)(=O)C2)c1 (stereo unspecified)	-10[20 µM]	0	9	7	4	3	-1	12	-3
CN1C2C=C(N(CCc3ccccc3)C(=O)c3ccc(Cl)cc3)CC1CC2 (stereo unspecified)	-24	-16	6	3	8	6	7	8	2
COCCn1c(C)cc(C(=O)CSc2nc3ccccc3c(=O)[nH]2)c1C	-15[20 µM]	-13	-2	3	3	-15	-6	4	-5
CC(C)CCc1c(O)nc(SCC(C)C)[nH]c1=O	-23	-8	-4	3	-4	-3	6	4	-4
COc1cc(C2=NOC(C(=O)NCc3ccco3)C2)cc(OC)c1OC (stereo unspecified)	-10	-3	-4	3	51*	5	0	6	43*
O=C(CSc1ncnc2c1cnn2CCc1ccccc1)Nc1cccc(C(F)(F)F)c1	-16[20 µM]	-10	-17	1	-1	8	23	12	-2
COc1cc(-c2nc3cnccc3n2C)cc(OC)c1OC	-25	1	-2	3	2	-1	-8	7	-3
Cc1ccc(C(=O)N/N=C\c2ccccc2[N+](=O)[O-])cn1	-23	-5	-3	2	2	-13	.	5	-3
O=C(/C=C/Nc1ccc(F)cc1)c1ccco1	-12[20 µM]	-9	-11	-3	0	-24	48	17	-4
Cc1ccc(NC(=O)CN2C(=O)NC(C)(c3ccc(Cl)cc3)C2=O)cc1S(=O)(=O)N1CCOCC1 (stereo unspecified)	-6	-4	-2	6	3	38	-24	11	-3
CN1CCN(c2ccc(NC(=O)COc3ccc(Cl)cc3Cl)cc2)CC1	-18	-4	7	3	9	4	1	8	-2
CC(C)(C)NC(=O)C(c1ccc(O)cc1)N(C(=O)CCC(=O)Nc1nccs1)c1ccc(F)cc1 (stereo unspecified)	-23	-5	-7	0	6	-6	-20	3	2
Cc1ccc(-c2c[n+](CC(=O)Nc3ccccc3C)c3n2CCC3)cc1	-32	-10	-7	6	2	2	11	2	-2
CCCCn1c(N)c(NCCC(C)C)c(=O)[nH]c1=O	7	0	-5	-2	12	37	4	5	9
CC1=C(c2ccccc2)[N+](=O)C2(CCCC2)N1[O-]	-16	-4	-7	3	3	-10	13	6	-1

Full records from above:
CC(C)CCc1c(O)nc(SCC(C)C)[nH]c1=O in the list: Furin inhibitor: -23; NCF1 inh: -8; RBBP9 inhibitor: -4; p97 inhibitor: 3; BaF3 tox: -4; TbHK1 inh: -3; PPC-1+TRAIL kill: 6; PGE2 EP2 inh: 4; Ba/F3 V617F tox: -4
CC1=C(c2ccccc2)[N+](=O)C2(CCCC2)N1[O-] in the list: Furin inhibitor: -16; NCF1 inh: -4; RBBP9 inhibitor: -7; p97 inhibitor: 3; BaF3 tox: 3; TbHK1 inh: -10; PPC-1+TRAIL kill: 13; PGE2 EP2 inh: 6; Ba/F3 V617F tox: -1

Further entries:
SMILES	Furin inhibitor	NCF1 inh	RBBP9 inhibitor	p97 inhibitor	BaF3 tox	TbHK1 inh	PPC-1+TRAIL kill	PGE2 EP2 inh	Ba/F3 V617F tox
O=C(O)CCCNS(=O)(=O)c1cccs1	-30	-11	-4	3	1	-9	16	1	1
CC(Sc1nnnn1C)C(=O)Nc1ccc(N2CCOCC2)cc1 (stereo unspecified)	-22	-10	-13	6	9	-3	6	11	-2
C[C@@H]1CC[C@@]2(O[C@H](CCO)C[C@H](O)[C@H]2O)O1	-23	-11	-1	0	-4	-1	0	21	-2
O=C(CN1CCC(NC(=O)Cc2ccccc2)CC1)Nc1cccc2ccccc12	-8[20 µM]	-12	1	0	1	-2	-4	5	3
CCCCc1noc(-c2c(-c3ccccc3Cl)noc2C)n1	-14	-1	-2	0	2	2	8	0	-7
COc1ccc(OC)c(-c2cc(C(=O)N3CCc4ccccc4C3)no2)c1	-16	-13	-10	-5	0	-14	3	5	-1
CCOC(=O)c1ccc(N/C(=N/S(=O)(=O)c2ccccc2)c2ccccc2)cc1	-13	-9	-6	6	2	27	10	9	-5
CCc1cc[n+](CC(=O)Nc2ccc(Cl)cc2Cl)cc1	-10	-9	0	3	3	4	28	3	-2
Cc1ccc(C2CC(=O)C(C=NCCN3CCN(C(=S)Nc4ccc(F)cc4)CC3)=C(O)C2)cc1 (stereo unspecified)	-9	0	-6	-6	11	-5	32	7	3
COCC(=O)Nc1cc(C(=O)NCCc2ccccc2)ccc1Cl	-26	1	-8	7	3	2	25	8	-7
CS(=O)(=O)N(CCc1ccccc1)CC(=O)N1CCN(c2ccccc2F)CC1	1[20 µM]	-7	-2	4	3	-4	12	15	-3
O=S(=O)(Nc1cc(Cl)ccc1N1CCCCC1)c1cccs1	-7	-18	4	-9	13	7	10	6	5
Cc1cc(C)c2c(=O)[nH]c(SCc3ccc([N+](=O)[O-])cc3)nc2n1	-30	-4	-5	-1	9	-4	14	6	1
COc1ccccc1NC(=O)c1cc(S(=O)(=O)N2CCOCC2)ccc1Cl	29*[20 µM]	-9	3	10	3	-4	36	16	-2
COC(=O)c1ccc(C23CC4(C2)[C@H](CN(C)[C@@H]4c2ccccc2)C3c2ccc(C(F)(F)F)cc2)cc1 (stereo partly specified)	-24	-26	.	.	.	-9	-14	8	.
COC(=O)c1sc(-c2ccccc2)cc1NC(=O)c1cc(OC)cc(OC)c1	-30	-9	4	4	-1	-13	13	17	-4
CN(C)CCCNC(=S)Nc1ccc(-c2ccccc2)cc1	-9	-7	0	6	-1	5	-5	11	-2
COc1ccc(/C=C2\CCc3c2nc2ccccc2c3C(=O)O)cc1OC	13	-12	-5	5	0	-28	44	15	-3
COC(=O)c1ccc(-c2noc(CN(Cc3ccncc3)CC3CCCO3)n2)cc1 (stereo unspecified)	-22	-14	-1	5	3	-4	.	11	0
COc1ccc2c(c1)-c1nc(N)sc1CC2	-7	-4	-6	1	4	-2	0	6	-1
COc1ccccc1NC(=O)CSc1nnc(C)n1Cc1ccccc1	-16	3	-8	-3	1	-4	13	6	0
O=C(COC(=O)C1CC(=O)N(c2ccc3c(c2)OCCO3)C1)NC1CCCc2ccccc21 (stereo unspecified)	-21	0	-11	-2	0	-3	-6	20	1
CCn1cc(/C=C/C(=O)c2ccc(O)cc2)c(C)n1	-9	-14	7	2	0	-17	37	6	2
Nc1ccc(NC(=O)NC2CCCCC2)cc1[N+](=O)[O-]	-20	3	5	2	3	1	5	10	-3
CC1CCCC(C)N1CC(O)COc1ccc(Cl)cc1 (stereo unspecified)	-28	-2	0	1	3	1	6	27	1
CCC(=O)N1CCN(c2ccc(NC(=S)NC(=O)COc3ccccc3)cc2)CC1	-24	-2	-5	-2	4	-15	18	7	0
O=C(Nc1ccn(Cc2ccccc2F)n1)c1ccc(COc2cccc(Br)c2)cc1	-3[20 µM]	-5	-21	-3	8	2	14	11	1
CCn1cc([N+](=O)[O-])c(C(=O)N2N=C(c3ccccc3)CC2c2ccc([N+](=O)[O-])cc2)n1 (stereo unspecified)	-4	-5	-6	3	3	-12	17	10	-1
COc1ccc(C(=O)/C=C/Nc2cc(C)on2)c(OC)c1	0	-3	-11	4	0	-71	4	6	0
CC(C)c1nc2sc3c(c2c(=O)n1N)CC(C)(C)OC3	-27	.	-4	-1	2	-13	-4	1	-3
COCCCN(C(C)=O)c1nc(-c2ccc(OC)cc2)cs1	-7	-3	-8	-7	27	-6	8	8&6	12
COC(=O)CNC(=O)c1cn(CC(C)C)c(=O)c2cc(OC)c(OC)cc12	-16	2	0	1	4	-4	11	4	-4
COC(=O)CON1C(=O)c2ccccc2C1=O	-13[20 µM]	-11	-8	-3	1	0	13	12	-3
CCSc1nnc(NC(=O)c2cccnc2Cl)s1	-13[20 µM]	-14	-5	-3	2	-11	8	12	-1
CC(CP(=O)(O)O)NC(=O)Cc1ccccc1 (stereo unspecified)	2	-1	-16	-5	0	5	11	7	2
Cc1ccc(NC(=O)c2cc3cccc([N+](=O)[O-])c3[nH]2)cc1	-1	-5	-10	0	3	-4	10	7	6
Cc1cccc(Nc2nnc(SCC(=O)NC(=O)Nc3ccc4c(c3)OCCO4)s2)c1	-12	3	-8	4	5	-1	4	5	-1
O=S(=O)(NCc1ccccc1)c1cccc2cccnc12	-16[20 µM]	-5	-2	4	2	-5	9	.	-4
CCc1oc2c(C)c(O)ccc2c(=O)c1-c1ccc2ccccc2n1	-18[20 µM]	-10	-2	3	-1	-6	12	2	-3
NS(=O)(=O)c1cccnc1Nc1cccc(Cl)c1	-21[20 µM]	-3	-4	-2	5	-5	23	9	1
FC(F)Oc1ccc(-n2cc(-c3ccc(Cl)cc3)[n+]3c2CCCCC3)cc1	0	-9	2	-2	62*	5	17	11	54*

Filtered by structure, those above with fluorine.
SMILES	Furin inhibitor	NCF1 inh	RBBP9 inhibitor	p97 inhibitor	BaF3 tox	TbHK1 inh	PPC-1+TRAIL kill	PGE2 EP2 inh	Ba/F3 V617F tox
COc1ccc(COCC(CC(C)C)N2CCN(C(=O)c3cccc(C(F)(F)F)c3)CCC2=O)cc1 (stereo unspecified)	-4	-4	-3	-1	6	-4	0	-2	0
Cc1cc(NC(=O)CCCn2cc([N+](=O)[O-])cn2)n(Cc2ccc(F)cc2)n1	-31	-14	4	2	6	15	14	9	1
O=C(CSc1ncnc2c1cnn2CCc1ccccc1)Nc1cccc(C(F)(F)F)c1	-16[20 µM]	-10	-17	1	-1	8	23	12	-2
O=C(/C=C/Nc1ccc(F)cc1)c1ccco1	-12[20 µM]	-9	-11	-3	0	-24	48	17	-4
CC(C)(C)NC(=O)C(c1ccc(O)cc1)N(C(=O)CCC(=O)Nc1nccs1)c1ccc(F)cc1 (stereo unspecified)	-23	-5	-7	0	6	-6	-20	3	2
Cc1ccc(C2CC(=O)C(C=NCCN3CCN(C(=S)Nc4ccc(F)cc4)CC3)=C(O)C2)cc1 (stereo unspecified)	-9	0	-6	-6	11	-5	32	7	3
CS(=O)(=O)N(CCc1ccccc1)CC(=O)N1CCN(c2ccccc2F)CC1	1[20 µM]	-7	-2	4	3	-4	12	15	-3
COC(=O)c1ccc(C23CC4(C2)[C@H](CN(C)[C@@H]4c2ccccc2)C3c2ccc(C(F)(F)F)cc2)cc1 (stereo partly specified)	-24	-26	.	.	.	-9	-14	8	.
O=C(Nc1ccn(Cc2ccccc2F)n1)c1ccc(COc2cccc(Br)c2)cc1	-3[20 µM]	-5	-21	-3	8	2	14	11	1
FC(F)Oc1ccc(-n2cc(-c3ccc(Cl)cc3)[n+]3c2CCCCC3)cc1	0	-9	2	-2	62*	5	17	11	54*
